# TDP1 block: TDP1 (human) enzyme inhibition. Q9NUW8. recombinant TDP1, AlphaScreen DNA substrate cleavage. Potency, µM (top dose mostly 130 µM), without a hit: at the top dose activity change, negative = inhibition, actives largely listed as inhibitors. 0.28% of 350,000 active. AID 485290; further: nearly all actives have a fitted effect of over 40% in size
# Target sequence (Q9NUW8 whole entry, looked up): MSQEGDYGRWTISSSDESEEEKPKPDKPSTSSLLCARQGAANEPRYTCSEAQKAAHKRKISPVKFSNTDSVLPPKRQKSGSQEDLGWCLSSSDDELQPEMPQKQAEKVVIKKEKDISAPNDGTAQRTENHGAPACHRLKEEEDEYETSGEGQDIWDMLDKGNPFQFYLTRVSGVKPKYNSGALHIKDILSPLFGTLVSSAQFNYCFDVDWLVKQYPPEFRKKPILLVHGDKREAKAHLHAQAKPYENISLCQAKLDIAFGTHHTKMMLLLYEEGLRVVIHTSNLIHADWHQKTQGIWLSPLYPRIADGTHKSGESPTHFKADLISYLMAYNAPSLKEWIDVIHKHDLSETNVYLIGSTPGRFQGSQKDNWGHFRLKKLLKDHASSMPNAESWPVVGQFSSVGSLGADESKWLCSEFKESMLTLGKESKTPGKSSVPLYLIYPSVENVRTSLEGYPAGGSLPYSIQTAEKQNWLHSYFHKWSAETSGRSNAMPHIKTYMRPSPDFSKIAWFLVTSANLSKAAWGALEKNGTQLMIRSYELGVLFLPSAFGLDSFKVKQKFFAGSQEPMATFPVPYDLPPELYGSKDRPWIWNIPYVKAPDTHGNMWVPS
#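 Here, a 5' biotin and 3' phosphotyrosine-FITC DNA oligonucleotide reports Tdp1 activity: intact substrate bridges AlphaScreen beads, while cleavage leaves a 3' phosphate and drops signal. All incubations at room temperature.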
# TDP1 cell noCPT: qHTS for Inhibitors of human tyrosyl-DNA phosphodiesterase 1 (TDP1): qHTS in cells in absence of CPT. Potency, µM (titrated, usually from 46.2 µM), inactives show at the highest dose activity change, negative = growth inhibition, usual class: inhibitors. 15% of 420,000 active. DT40 Tdp1-/- hTDP1 cells, no CPT, ATP luminescence, 48 h; further: nearly all actives have a fitted effect of over 55% in size
#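 Chicken DT40 Tdp1-/- cells complemented with human TDP1, screened without camptothecin (DMSO vehicle only), 400 cells/well. Compounds pin-transferred, cells incubated at 37 °C for at least 48 hr. Growth read as ATP-dependent luminescence (CellTiter-Glo, 30 min at RT).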
# N370S GC: N370S glucocerebrosidase modulation, Gaucher chaperone candidate; Potency, µM (doses to about 59.4 µM), for the others: at the highest dose activity change, negative = inhibition, usual class: inhibitors; 0.092% of 330,000 active; AID 2101; N370S GC spleen homogenate, 4MU-glucoside fluorescence;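 further: 0% = full enzyme activity and -100% = no enzyme basal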
# Active calls of the source: *; u = inconclusive; x = no result given; & = joins results of further samples; [ ] = remark or other dose. The call rests on the fitted dose curve; in most records, active means well fitted curve in the direction sought with a large enough effect; inconclusive means small, poorly fitted or top-dose-only effect, or another doubt; inactive means no such curve, though single readings can be large; an effect the other way counts as inactive or inconclusive. Unless noted, on the % scale 0 is the no-effect control and ±100 the full control effect; potency means the concentration at half of the fitted maximal effect. Not all compounds are listed. The share of hits here may be higher or lower than overall.
smiles,TDP1 block,TDP1 cell noCPT,N370S GC
COC(=O)c1ccc(C2C(C(=O)OCC(C)C)=C(C)N=C3SCCC(=O)N32)cc1 (stereo not given),2%,u,22%
Oc1ccc2ccccc2c1/C=N/c1nc2c(s1)CCCC2,4%,29µM*,x
COc1ccc(Cl)cc1C(=O)NCc1nc(-c2cccc(C)c2)no1,-5%,-26%,x
COc1ccc(/C=C/C(=O)O)cc1S(=O)(=O)N1CCc2ccccc21,x,-12%,-1%
COc1cc2cnc(-c3ccccc3)c(-c3ccc(C#N)cc3)c2cc1OC,1%,16µM*,x
CCN(c1ccccc1)S(=O)(=O)c1ccc(C(=O)OC(C)C(=O)NCCC2=CCCCC2)cc1 (stereo not given),0%,-30%,3%
CC1CC(C)CN(C(=O)c2cc3cc(Br)cc(Br)c3o2)C1 (stereo not given),-6%,u,10%
CCN1CCN(c2cc(C)c3cc(NC(=O)c4cccs4)ccc3n2)CC1,6%,u,1%
O=C(CN(C(=O)c1csnn1)c1cccc2c1CCCC2)NC1CCCC1,-1%,-14%,-10%
Cc1oc2ncn(CC(C)C)c(=O)c2c1C(=O)Nc1cc(F)ccc1F,1%,u,x
FC(F)(F)COc1ccc(-c2nnc(SCc3c(Cl)cccc3Cl)o2)cn1,0%,u,6%
CCOC(=O)c1[nH]c(CSc2nnnn2-c2ccccc2C)c(C(=O)OCC)c1C,2%,u,4%
O=S(=O)(c1ccccc1F)N1CCC(Oc2ccc(-n3cnnn3)cc2)CC1,4%&-7%,23µM*,-1%
Cc1ccc(S(=O)(=O)N(CC(=O)Nc2c(C)cccc2C)c2cccc(Cl)c2)cc1,6%,15µM*,x
O=C(Nc1cc([N+](=O)[O-])ccc1Cl)C1CC1,4%,12%,15%

# Carrying on.
smiles,TDP1 block,TDP1 cell noCPT,N370S GC
COc1ccc2c(CC(=O)NNC(=O)c3cccs3)coc2c1,7%,-19%,-18%
COc1ccc(OC(=O)c2ccncc2)cc1,-1%,-4%,22%
CC(=O)N(C)c1ccc(NC(=O)Nc2ccccc2C)cc1,0%,-1%,0%
O=C(NCc1ccc(F)cc1)c1cc(-c2ccc(Cl)cc2)n[nH]1,-6%,8.2µM*,x
CC(=O)CSc1nnc(-c2ccco2)n1-c1ccccc1,x,-27%,2%
Cc1ccc(C(=O)Nc2cccc(-c3nc4cccnc4s3)c2C)cc1,4%,u,x
N#Cc1c(NCCN)nc(-c2ccccc2)c2c1CCCC2,1%,u,8%
CSc1cccc(-c2nnc(NC(=O)c3cccc(N4C(=O)CCC4=O)c3)o2)c1,5%[0.505 µM],-11%,1%
Cc1c(C(=O)Oc2cccc3ccccc23)cnn1-c1ccccc1,0%,-11%,12%
CC(C)(C)OC(=O)N/N=C\C=C\c1ccc2c(c1)OCO2,-1%,9%,-2%
CCOc1ccc(C(=O)Nc2cccc(NC(=O)c3ccco3)c2)cc1Cl,0%[12.3 µM],16µM*,x
Cc1cc(C)n(-c2nnc(Nc3ccc(C)c(C)c3)c3ccccc23)n1,-2%,-15%,x
Cc1ccc(C)c(OCCC(=O)OCC(=O)Nc2cc(S(=O)(=O)N3CCOCC3)ccc2C)c1,-4%[0.505 µM],-12%,0%
CN(C(=O)Cn1cnc2onc(-c3ccc(F)cc3)c2c1=O)c1ccccc1Cl,5%,u,x
Cn1c(=O)[nH]c(=O)c2c1nc(N1CCCCCC1)n2CCN1CCCCCC1,0%,-20%,-6%

# Next part; it opens with the six that closed the last part.
smiles,TDP1 block,TDP1 cell noCPT,N370S GC
CC(C)(C)OC(=O)N/N=C\C=C\c1ccc2c(c1)OCO2,-1%,9%,-2%
CCOc1ccc(C(=O)Nc2cccc(NC(=O)c3ccco3)c2)cc1Cl,0%[12.3 µM],16µM*,x
Cc1cc(C)n(-c2nnc(Nc3ccc(C)c(C)c3)c3ccccc23)n1,-2%,-15%,x
Cc1ccc(C)c(OCCC(=O)OCC(=O)Nc2cc(S(=O)(=O)N3CCOCC3)ccc2C)c1,-4%[0.505 µM],-12%,0%
CN(C(=O)Cn1cnc2onc(-c3ccc(F)cc3)c2c1=O)c1ccccc1Cl,5%,u,x
Cn1c(=O)[nH]c(=O)c2c1nc(N1CCCCCC1)n2CCN1CCCCCC1,0%,-20%,-6%
C=CCn1c(C(C)NC(=O)C(C)(C)C)nc2ccccc21 (stereo not given),2%,-12%,1%
CCOc1ccc(-n2c(Cc3ccccc3)nnc2SCc2c(C)noc2C)cc1,2%,u,5%
Cn1c(N)c(S(=O)(=O)N2CCN(Cc3ccccc3)CC2)c(=O)n(C)c1=O,5%,-16%,-5%
CCC(CC)c1nnc(NC(=O)C23CC4CC(CC(NC(C)=O)(C4)C2)C3)s1,3%,-24%,u
COc1ccc(N2Cc3ccccc3/C2=N\C(=O)Nc2ccccc2)cc1,0%,12%,-7%
O=C(COc1ccc2oc(-c3ccccc3)cc(=O)c2c1)NCc1ccco1,50µM*,29µM*,-5%
Fc1cccc(CNC2CCN(CCc3ccccc3)CC2)c1,x,u,1%
CN1CCN(C(=S)NC(=O)c2ccc(S(=O)(=O)N3CCOCC3)cc2)CC1,5%,13%,1%
S=c1[nH]nc(C2CCCCC2)n1/N=C/c1cccc(Br)c1,x,-21%,-7%
CCc1ccc(NC(=O)C2CCCN2C(=O)NC2CCCCC2)cc1 (stereo not given),x,16%,-13%
O=C(Oc1ccccc1Cl)c1ccc2c(=O)n3c(nc2c1)CCC3,x,-3%,2%
CSc1ccccc1NC(=O)CSc1n[nH]c(C)c1[N+](=O)[O-],4%,u,-11%
Cc1cccc(/C=C(\C(=O)O)c2ccc(S(=O)(=O)N3CCCC3)s2)c1,11µM*,-1%,x
O=C(/C=C/c1ccccc1[N+](=O)[O-])Nc1cccc(S(=O)(=O)NC2=NCCCCC2)c1,4%,21µM*,x
Cc1ccccc1-n1c(SCc2csc(Nc3ccccc3)n2)nnc1-c1cccnc1,5%,13µM*,-10%

# Going on with the list.
smiles,TDP1 block,TDP1 cell noCPT,N370S GC
O=C(CNC(=O)c1ccccc1Cl)c1ccccc1,1%,u,-1%
O=C(CCc1nc2ccccc2c(=O)[nH]1)Nc1ccccc1N1CCCC1,x,-21%,-9%
COc1cc(C(=O)NCCOc2ccc(C)c(C)c2)cc(OC)c1OC,x,-11%,-13%
CN(C)c1ccnc2sc(C(=O)NCc3ccccc3)c(N)c12,2%,u,27%
O=C(NC1CCCc2ccccc21)C1CCN(S(=O)(=O)c2cccc(C(F)(F)F)c2)CC1 (stereo not given),0%,u,6%
O=C(CSc1nnc(SCc2ccc(Cl)cc2)s1)N/N=C/c1ccc(C(=O)O)cc1,-3%,u,-4%
COc1ccc(C(CNC(=O)COc2ccc(-c3ccccc3)cc2)N2CCOCC2)cc1 (stereo not given),5%,u,u
c1ccc(-c2cc(-c3nn4c(-c5ccco5)nnc4s3)c3ccccc3n2)cc1,4%,4.5µM*,1%
CSc1cccc(NC(=O)CN(c2ccccc2)S(=O)(=O)N(C)C)c1,-8%&2%,29µM*,21%
CCn1c2ccccc2c2cc(NC(=O)CSc3nnnn3-c3ccccc3)ccc21,0%,u,-15%
CC1=CC2=NC(=O)/C(=C\c3cn(C)c4ccccc34)C(=N)N2O1,-5%,2%,7%
CC(=O)N1c2ccc(S(=O)(=O)N3CCC(C(=O)Nc4cccc(Cl)c4C)CC3)cc2CC1C (stereo not given),5%,23µM*,x
Cc1ccn2cc(-c3cccc(S(=O)(=O)N4CCCC4)c3)nc2c1,2%,23µM*,-4%
Cc1ccc(NC(=O)CSCc2n[nH]c(=O)[nH]2)c(Br)c1,4%,-9%,9%
O=C(Nc1ccccc1)Nc1nnc(COc2ccccc2F)s1,1%,10µM*,-2%

# Going on with the list:
smiles,TDP1 block,TDP1 cell noCPT,N370S GC
COc1ccccc1NC(=S)NC(C)C(c1cccs1)N1CCOCC1 (stereo not given),2%,u,-13%
CCOCCn1c(C(C)C)nc2ccccc21,2%,-25%,-1%
COc1ccc(C2N(c3ccc(Cl)cc3)C(=O)C3CCCN32)cc1 (stereo not given),5%,-24%,-1%
COCCCNC(=O)c1ccc(-n2c(-c3ccccc3)cc3c2CCCCC3)cc1,-3%,u,x
NC(=O)c1ccsc1NC(=O)CS(=O)(=O)c1ccc(Cl)cc1,6%,u,-5%
CC(C)(C)c1ccc(C2(C)NC(=O)N(CC(=O)NC3CCS(=O)(=O)C3)C2=O)cc1 (stereo not given),0%,-5%,-24%
COc1cc(OC)cc(-n2nnnc2SCC(=O)N2CCCc3ccccc32)c1,2%,u,10%
NC(=O)C(C(=O)/C=C/c1ccc(Cl)cc1)=C1SCCS1,x,8.2µM*,-5%
O=C(Oc1coc(CSc2ncccn2)cc1=O)c1ccccc1[N+](=O)[O-],x,u,-11%
O=c1c(-c2ccccc2)[n+]([O-])c2ccccc2n1O,7%,-3%,-3%
Cc1ccc(NC(=O)CN2C(=O)CSc3ccc(S(=O)(=O)N4CCCC4)cc32)c(C)c1,0%,-27%,x
CN(C)S(=O)(=O)c1ccc(NC(=O)CN2CCc3ccccc32)cc1,8%,-26%,-5%
Cc1ccc(Cl)cc1N1CCN(C(=O)CCSCc2ccccc2F)CC1,13%,23µM*,x
COc1ccc(NC2CCCN(C(=O)CSc3ccccn3)C2)cc1OC (stereo not given),2%,-1%,-1%
C/C=C/c1ccc(OCC(O)CN(C)Cc2ccc(SC)cc2)c(OC)c1 (stereo not given),x,23µM*,4%

# (cont.)
smiles,TDP1 block,TDP1 cell noCPT,N370S GC
C/C(=N\NC(=O)c1ccc(NS(=O)(=O)c2cccs2)cc1)c1ccccc1,3%,-24%,0%
CCCOc1ccc(C(=O)CCNc2cccc(Cl)c2)cc1,4%,u,13%
COc1ccc2[nH]c3c(c2c1)CCN1C(=O)C(CC(=O)NCC24CC5CC(CC(C5)C2)C4)C[C@H](C(=O)N2CCCCC2)[C@@]31C (stereo not given in full),4%[56.1 µM],18µM*,x
OC(CN(c1ccccc1)c1ccccc1)Cn1cnc2ccccc21 (stereo not given),8%,u,u
Cc1cc(=O)n2[nH]cnc2n1,0%,-2%,2%
COC(=O)CC1C(=O)NCCN1C(=O)OC(C)(C)C (stereo not given),2%,11%,6%
O=C(C1CC1)N1CCN=C1SCc1ccccc1,4%,-5%,-6%
COc1cc(CNC(=O)CCCC(=O)c2ccccc2)cc(OC)c1OC,x,u,-6%
N#C/C(=C/c1ccccc1)C(=O)NCc1ccccc1,5%,u,-15%
CCc1ccccc1NCc1nnc2n1CCCCC2,3%,-9%,x
COC(=O)c1ccccc1NC(=O)CSc1n[nH]c(C)n1,4%&7%,-24%&-4%,7%
Cn1c(=O)n(C)c2cc(/C=N/NC(=O)c3cccc(Br)c3)ccc21,5%,-24%,7%
Cc1ccc(CN(Cc2ccco2)C(=O)COc2cccc(C)c2C)o1,5%,18µM*,x
COc1ccc(/C=C2\SC(N3CCc4ccccc4C3)=NC2=O)cc1,0%,u,11%
O=C(CNC(=O)OCc1ccccc1)Oc1cc2oc(=O)cc(-c3ccccc3)c2cc1Cl,4%,8.2µM*,-12%

# The results go on.
smiles,TDP1 block,TDP1 cell noCPT,N370S GC
CN(C)CCN(C(=O)c1ccc(S(=O)(=O)N(C)CC2CCCO2)cc1)c1nc2cc3c(cc2s1)OCO3 (stereo not given),7%,-12%,-2%
Cc1ccc(N(CC(=O)Nc2ccc(Br)cc2)S(=O)(=O)c2cccs2)cc1,0%,-23%,x
O=C(Cc1cccs1)NCc1cn2ccccc2n1,3%,-3%,7%
CC(=O)c1cc(CN2C(=O)CCC2=O)cs1,2%,0%,0%
O=C(c1ccccn1)N1CC=C(c2ccccc2)CC1,5%,11%,2%
CCN(CC)CCCNC(=O)CCc1ccccc1,5%,-1%,7%
O=C(CCNS(=O)(=O)c1ccc(Cl)cc1)OCC(=O)c1ccc[nH]1,6%,-6%,-7%
Cc1ccc(NC(=S)N(CCCN2CCC(C)CC2)Cc2ccco2)cc1,0%,u,-12%
COC(=O)CSc1nnc(CNC(=O)Cc2ccccc2)n1C,2%,1%,-28%
COc1ccccc1NC(=O)CSc1nnc(C)n1CCc1ccccc1,4%,-11%,-3%
Cc1cccc(OC(C)C(=O)Nc2nccs2)c1 (stereo not given),2%,-2%,0%
O=C(Nc1ccc(F)cc1)c1cc(-c2ccncc2)nc2c(Cl)cccc12,-3%,u,-5%
CCOC(=O)c1nnn(-c2nonc2N)c1COc1c(C=O)cccc1OC,1%,u,-2%
CCCCCC(=O)OC(CN1CCCCCC1)CN1CCCC1=O (stereo not given),x,5%,2%
COc1ccccc1CCc1nnc(CCC(=O)NCCOc2cccnc2)o1,6%,2%,-8%

# Compound activity: PubChem BioAssay, National Center for Advancing Translational Sciences (NCATS)
